# Assay outcomes: PubChem BioAssay, The Scripps Research Institute Molecular Screening Center
# PLCb3 inh – inhibitors of human phospholipase C beta3 | Q01970 | Purified PLC-beta3, fluorogenic substrate, fluorescence | inhibition, % at 12.2 µM | actives 0.18% (n = 370,000); in the data active = inhibition above about 11%;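 note: 0% = median of compound wells on plate and 100% = full blocker control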
# Tn7 DDE FP – DD(E)-Tn7 binding inhibition, primary FP screen; P02675; FP displacement of FITC-Tn7 peptide from fibrin DD(E); 0% = median of compound wells per plate; inhibition, % at 8.3 µM; actives 0.13% (n = 370,000);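 active = inhibition above the mean of compounds falling within the control limits plus 3 SD of them, cut at about 14% in these data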;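 note: 0% = plate median of compound wells and 100% = 10 µM Aha-Tn7 peptide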
#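 Assay system: Human fibrin DD(E) protein | Medium: Tris buffer with calcium and detergent, pH 7.8 | Reagent: 0.1 µM fluorescent Tn7 | Compound dosing: Single point at 8.3 µM | Times: 10 min preincubation, 3 h with tracer, room temperature | Detection: Fluorescence polarization of the labelled Tn7 tracer | Controls: Aha-Tn7 high control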
# ADAM10 inh – ADAM10 inhibition, QFRET primary screen; O14672; recombinant ADAM10, EDANS/DABCYL FRET peptide cleavage, 3 h; inhibition, % at 7 µM; actives 0.62% (n = 370,000); AID 720582;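 active = inhibition above a per-campaign cutoff equal to the mean of compounds falling between control-based bounds plus 3 SD, cut at about 20% in these data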;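 note: 0% = DMSO wells while the 100% control is not disclosed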
# Target sequence (O14672 214-748 limits assumed): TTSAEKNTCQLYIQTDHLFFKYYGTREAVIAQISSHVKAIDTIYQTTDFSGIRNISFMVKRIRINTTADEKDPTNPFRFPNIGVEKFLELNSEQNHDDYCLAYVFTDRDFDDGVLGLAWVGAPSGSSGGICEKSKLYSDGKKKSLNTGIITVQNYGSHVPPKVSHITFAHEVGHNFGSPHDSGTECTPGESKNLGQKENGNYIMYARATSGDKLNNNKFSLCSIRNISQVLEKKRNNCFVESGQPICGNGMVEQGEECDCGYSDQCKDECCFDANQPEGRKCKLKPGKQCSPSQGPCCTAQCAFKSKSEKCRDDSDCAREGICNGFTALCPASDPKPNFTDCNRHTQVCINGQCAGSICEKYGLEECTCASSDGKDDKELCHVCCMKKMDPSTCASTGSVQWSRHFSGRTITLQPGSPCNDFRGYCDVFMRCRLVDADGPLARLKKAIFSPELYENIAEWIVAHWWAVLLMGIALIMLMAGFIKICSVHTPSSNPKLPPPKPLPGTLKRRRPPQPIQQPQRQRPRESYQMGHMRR
# ASAP1 inh – inhibitors of human ASAP1 ArfGAP activity; AID 624377; actives 0.19% (n = 360,000); ASAP1-stimulated ARF1 GTP hydrolysis, GDP FP detection; inhibition, % at 16.5 µM; Q9ULH1; in the data active = inhibition above about 25%;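 note: 0% = vehicle with enzyme and substrate and 100% = no enzyme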
# ADAM17 inh – ADAM17 inhibition, QFRET primary screen | P78536 | recombinant ADAM17, EDANS/DABCYL FRET peptide cleavage | inhibition, % at 6.95 µM | actives 0.83% (n = 370,000);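 active = inhibition above the mean of compounds lying between control limits plus 3 SD, set per campaign, cut at about 8.5% in these data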;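 note: 0% = DMSO-only wells as the low control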
# DDE Tn6 FP inh – inhibitors of Tn6 peptide binding to human fibrin DD(E); Fibrin DD(E) TRITC-Tn6 fluorescence polarization displacement; inhibition, % at 8.3 µM; actives 0.21% (n = 370,000); P02675; AID 720509;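 active = inhibition above a per-campaign cutoff: mean of compounds within control limits plus 3 SD, cut at about 15% in these data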;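 note: 0% = median of all compound wells on the plate and 100% = blocking peptide control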
# PLC-gamma1 inh – blocks human PLC-gamma1 enzyme activity. P19174. purified PLC-gamma1, fluorogenic substrate, fluorescence. inhibition, % at 12.2 µM. actives 0.84% (n = 370,000). AID 720700; in the data active = inhibition above about 9.5%
# ARFGAP1 inh – inhibits rat ARF GTPase activating protein 1; inhibition, % at 16.5 µM; actives 0.26% (n = 360,000); Arfgap1-stimulated ARF1 GTP hydrolysis, GDP FP detection;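 active = inhibition above a per-plate limit, mean inhibition of low control wells plus 3 SD, cut at about 25% in these data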;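 note: 0% = DMSO wells with enzyme and 100% = wells lacking Arfgap1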
#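 System: truncated rat Arfgap1 GAP domain / Medium: HEPES-based buffer, pH 7.5 / Also added: N-terminally truncated human ARF1-GTP substrate / Incubation: enzyme reaction 120 min at 25 °C after 20 min preincubation / Measured by: FP of antibody-bound GDP Alexa 633 tracer, ex 620/em 688 nm / Replicates: singlicate, each compound tested once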
# SIAE primary – inhibitors of human sialic acid acetylesterase SIAE; Q9HAT2; SIAE FP-Rh probe binding, fluorescence polarization; inhibition, % at 9.66 µM; actives 0.69% (n = 370,000); AID 1053197;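 active = inhibition above a cutoff: mean of compounds within the control limits plus 3 SD of those, cut at about 17% in these data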;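 note: 0% = plate median of compound wells and 100% = probe without SIAE protein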
# Target sequence (Q9HAT2 whole entry, looked up): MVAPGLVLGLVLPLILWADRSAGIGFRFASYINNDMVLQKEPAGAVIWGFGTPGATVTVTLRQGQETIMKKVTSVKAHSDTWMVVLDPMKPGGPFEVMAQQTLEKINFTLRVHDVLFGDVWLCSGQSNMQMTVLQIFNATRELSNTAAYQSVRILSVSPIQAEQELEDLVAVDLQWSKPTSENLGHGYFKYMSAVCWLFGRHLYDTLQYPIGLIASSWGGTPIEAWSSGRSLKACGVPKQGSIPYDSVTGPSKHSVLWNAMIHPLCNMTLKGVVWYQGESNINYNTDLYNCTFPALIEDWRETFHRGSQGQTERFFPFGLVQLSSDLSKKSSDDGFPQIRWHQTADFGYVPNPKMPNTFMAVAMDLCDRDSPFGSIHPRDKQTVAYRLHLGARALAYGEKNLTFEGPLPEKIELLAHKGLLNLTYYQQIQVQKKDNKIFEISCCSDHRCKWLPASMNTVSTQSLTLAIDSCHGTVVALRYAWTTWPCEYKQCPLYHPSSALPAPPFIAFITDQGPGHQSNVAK
# TDP2 absorb – blocks human TDP2 phosphodiesterase activity | recombinant TDP2, T5PNP hydrolysis, p-nitrophenol absorbance 415 nm | inhibition, % at 12.8 µM | actives 0.34% (n = 370,000) | O95551;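 active = inhibition above the mean of all tested compounds plus 3 SD, set per campaign, cut at about 25% in these data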;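 note: 0% = DMSO with enzyme and 100% = buffer with substrate but no TDP2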
#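 Evaluation: % inhibition relative to enzyme-containing and enzyme-free wells. Material: recombinant human TDP2. Benchmarks: enzyme-free and DMSO wells. Timing: enzyme reaction with compound for 2 h at 37 °C. Compound dosing: 12.8 µM only. Measured by: p-Nitrophenol epi absorbance. Reagent: T5PNP substrate at 5 mM, a TopII-DNA adduct mimic. Replication: single well per compound.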
# Starred values were filed as active, the others as inactive; i = inactive; . = no result given.
no.	mol	ADAM10 inh	ARFGAP1 inh	ADAM17 inh	ASAP1 inh	Tn7 DDE FP
1	COc1cc([N+](=O)[O-])ccc1NC(=S)N1CCN(c2ccccn2)CC1	9	1	4	-8	-3
2	CN(C)CCN1CCN(C2CN(Cc3cn(Cc4cccc(Cl)c4)nn3)S(=O)(=O)C2)CC1 (stereo not drawn)	-5	-18	-5	4	-3
3	COc1cc(CNc2ccc(N3CCCC3)cc2)cc(Cl)c1OC	-8	-26	-6	-50	-2
4	Cc1ccc(-c2nnn3c2nc(NCCc2ccc(S(N)(=O)=O)cc2)c2ccccc23)cc1	-9	9	-3	15	0
5	O=c1c(-c2nc3ccccc3s2)cccn1Cc1ccc(Cl)c(Cl)c1	-370	2	-94	3	-1
6	Cc1ccc2cccc(OCc3cccc([N+](=O)[O-])c3)c2n1	3	-3	2	-8	-7
7	COC(=O)C(Cc1ccc(O)cc1)NC(=O)c1ccccc1OC (stereo not drawn)	16	-4	2	5	4
8	CC1CCN(S(=O)(=O)c2cccc(C(=O)N3CCN(c4ccc(F)cc4)CC3)c2)CC1	5	5	0	-4	-1
9	Cc1ccccc1-n1nc(-c2cccnc2)cc1C(=O)N/N=C/c1ccncc1	0	9	0	-2	5
10	COc1ccc(CCn2c(N)c(C(=O)NCc3ccco3)c3nc4ccccc4nc32)cc1OC	-130	18	-47	11	-2
11	O=C(CCN1CCN(c2ccccc2)CC1)NNC(=O)c1cccc2ccccc12	1	-13	1	-2	-7
12	O=S(=O)(c1cccs1)N1CCN(CC(O)COc2cccc(Br)c2)CC1 (stereo not drawn)	4	4	1	-2	-8
13	Clc1ccc(-c2ccnc3nc(N4CCOCC4)nn23)c(Cl)c1	-21	-7	2	6	-5
14	CCC(C(=O)NCc1ccccc1OC)n1nc(C)n2c(cc3occc32)c1=O (stereo not drawn)	-5	-2	-3	-1	-6
15	CSc1nc2ccc(NS(=O)(=O)c3ccc([N+](=O)[O-])cc3)cc2s1	7	-5	-3	5	-2

no.	PLCb3 inh	DDE Tn6 FP inh	SIAE primary	TDP2 absorb	PLC-gamma1 inh
1	1	-1	4	3	2
2	0	-4	6	12	-2
3	-77	5	12	13	-52
4	-81	-1	-1	3	-59
5	-174	-9	-5	-6	-143
6	-12	-4	2	12	-2
7	4	-6	4	-10	9
8	-3	8	1	6	-1
9	-3	3	-1	-2	0
10	-291	2	-1	25*	-193
11	2	-4	3	6	4
12	2	1	-1	10	2
13	-70	6	-3	-18	-42
14	-6	2	-8	7	-1
15	-2	-4	-2	-9	1

# (further entries)
no.	mol	ADAM10 inh	ARFGAP1 inh	ADAM17 inh	ASAP1 inh	Tn7 DDE FP
16	CCOC(=O)c1c(-c2cccs2)csc1NC(=O)CN1CC(C)OC(C)C1 (stereo not drawn)	1	12	-2	3	5
17	CC(C)[N+](C)(C)CC#CC(O)(c1ccccc1)c1ccccc1	8	4	1	8	5
18	COc1ccc(CNC(=O)CSc2nn3c(=O)c(C(C)(C)C)nnc3s2)cc1OC	6	13	-1	2	5
19	CCOc1ccc(NC(=O)CCc2nnc3ccc(N4CCN(C)CC4)nn23)cc1	8	3	1	-7	5
20	CCCN(CCC)S(=O)(=O)c1ccc(C(=O)NNC(=O)c2cc(OC)c(OC)c(OC)c2)cc1	3	-2	-4	-12	2
21	COc1ccc(OC)c(NC(=O)CCn2ccnc2)c1	-10	0	-2	-5	-1
22	O=c1[nH]ncc(NCCc2ccccc2)c1Cl	2	4	0	3	2
23	COC(=O)c1[nH]c2cccc(Cl)c2c1NC(=O)CN1CCCCC1C (stereo not drawn)	-4	8	-4	3	-6
24	COc1ccc(NC(=O)CSc2nnnn2-c2ccccc2OC)c(OC)c1	5	2	1	-1	10
25	CCCCCCNC(=O)O[C@H]1C[C@H](C(=O)OC)[C@H](C(=O)OC)C2CN(S(=O)(=O)c3ccc(C)cc3)C[C@@]21O (stereo partly drawn)	-3	4	2	-3	-2
26	Cc1ccc(CN(C)C(=O)CN2C(=O)NC3(CCCc4ccccc43)C2=O)c(C)c1 (stereo not drawn)	0	1	3	24	-6
27	COCCNC(=O)C(OC(=O)c1nsc(Cl)c1Cl)C(C)C (stereo not drawn)	-4	-2	3	-7	-5
28	CCOC(=O)c1c(NC(=O)CSc2nnc(-c3ccc(Cl)cc3)o2)sc2c1CCC2	-12	9	-6	-9	-1
29	CCN(CC)c1ccc(C=Nn2c(C)nnc2C)cc1	-28	.	-3	.	-4
30	CN(c1ccccc1)S(=O)(=O)c1cccc(NC(=O)Nc2ccc(Cl)cc2C#N)c1	-8	-4	-2	-4	-3

no.	PLCb3 inh	DDE Tn6 FP inh	SIAE primary	TDP2 absorb	PLC-gamma1 inh
16	1	5	-4	-5	-3
17	-2	7	2	-20	5
18	-3	5	-8	-6	3
19	3	-10	7	-1	4
20	-13	5	1	13	-2
21	-7	-4	6	3	-1
22	1	5	3	11	1
23	1	-13	1	-9	-3
24	2	2	8	2	1
25	-2	3	-1	-3	-2
26	0	5	-5	-2	3
27	1	-1	6	-6	1
28	-12	-6	-3	-15	-1
29	3	3	2	-16	6
30	-4	2	0	-3	-2

# Continued:
no.	mol	ADAM10 inh	ARFGAP1 inh	ADAM17 inh	ASAP1 inh	Tn7 DDE FP
31	Cc1ccc2c(CN3CCCCC3C)cc(=O)oc2c1 (stereo not drawn)	-7	-5	-5	1	5
32	CCOc1ccc(-c2ccc3nnc(SCC(=O)NCC4CCCO4)n3n2)cc1 (stereo not drawn)	-65	7	-20	5	-9
33	NC(=O)CCCn1c(C(=O)c2cc(Cl)c(N)c(Cl)c2)c2ccc(C(F)(F)F)cc2[n+]1[O-]	8	11	-3	3	-2
34	Cc1ccc(SC2=C[C@@]3(O)CC[C@@H](O)[C@@](Sc4ccc(C)cc4)(C2=O)[C@H]3O)cc1	-25	3	-7	2	6
35	CC(=O)c1ccc(NS(=O)(=O)c2ccc3ccccc3c2)cc1	-4	0	-1	-3	2
36	CCN1CCCC1CNC(=O)c1cc2cc(OC)c(OC)cc2[nH]1 (stereo not drawn)	i	13	-267	-1	-3
37	N#C/C(=C\c1ccc2c(c1)OCO2)C(=O)NCc1ccco1	-4	0	0	-9	2
38	CC1(c2nnc(-c3ccccc3)o2)CC(c2cccc(Cl)c2)=NO1 (stereo not drawn)	5	16	3	-8	-3
39	CSCC[C@H](NC(=O)c1ccc2ccccc2c1)C(=O)N1CCC2(CC1)NCCc1[nH]cnc12	1	2	-1	2	-8
40	Cc1cc(C(F)(F)F)nn1CC(=O)NCc1cccs1	-1	-1	1	-1	-4
41	C(=C\c1ccccc1)/C=N/Nc1nc(N2CCOCC2)nc(N2CCOCC2)n1	-4	-2	-1	10	2
42	CC1CCC(=NNc2ccc(C(F)(F)F)cc2[N+](=O)[O-])CC1 (stereo not drawn)	-6	-13	-3	-2	3
43	COC(=O)c1ccccc1S(=O)(=O)N1CCn2cccc2C1C (stereo not drawn)	0	-2	-3	-11	12
44	CCc1cc2c(=O)c(-c3nc4ccccc4n3C)coc2c(CN2CCC(C)CC2)c1O	-152	12	-53	-1	3
45	COc1cc(S(=O)(=O)N2CCN(c3ccccn3)CC2)ccc1Br	4	0	-3	7	1

no.	PLCb3 inh	DDE Tn6 FP inh	SIAE primary	TDP2 absorb	PLC-gamma1 inh
31	-11	-6	3	9	-2
32	-194	4	-3	-3	-147
33	-7	-2	1	-3	-1
34	-26	-1	9	1	-20
35	-9	2	-3	11	-11
36	-290	-6	0	2	-224
37	1	3	-2	4	0
38	1	2	2	-10	0
39	0	0	1	4	1
40	1	-5	2	2	2
41	8	-3	-2	6	4
42	1	-2	0	0	-4
43	-53	2	7	4	-7
44	-378	-3	4	1	-255
45	-5	1	-7	-5	0

# Following part:
no.	mol	ADAM10 inh	ARFGAP1 inh	ADAM17 inh	ASAP1 inh	Tn7 DDE FP
46	O=C(CN(Cc1ccco1)C(=O)CCC(=O)Nc1nccs1)NCc1ccccc1	3	-11	0	5	4
47	CC(C)COC(=O)N(C)C[C@@H]1OCc2cnnn2CCCC(=O)N([C@H](C)CO)C[C@@H]1C	-5	2	-4	3	1
48	COc1ccc(NS(=O)(=O)c2cc(NC(=O)COc3ccc(OC)cc3)ccc2N2CCOCC2)cc1	10	7	3	-6	3
49	Nc1nc2n(n1)C(c1cccc(Br)c1)CC(c1ccc(F)cc1)N2 (stereo not drawn)	-79	-5	-19	-3	-11
50	COc1ccc(NC(=O)C2CCCNC2=O)cc1 (stereo not drawn)	-9	-2	-5	2	-2

no.	PLCb3 inh	DDE Tn6 FP inh	SIAE primary	TDP2 absorb	PLC-gamma1 inh
46	3	3	1	8	4
47	1	1	2	1	3
48	-6	5	-24	-4	0
49	-53	-4	2	-11	-40
50	-6	7	-1	-14	5

# Of the compounds above, these contain an aryl thioether with sulfur outside any ring:
no.	mol	ADAM10 inh	ARFGAP1 inh	ADAM17 inh	ASAP1 inh	Tn7 DDE FP
15	CSc1nc2ccc(NS(=O)(=O)c3ccc([N+](=O)[O-])cc3)cc2s1	7	-5	-3	5	-2
18	COc1ccc(CNC(=O)CSc2nn3c(=O)c(C(C)(C)C)nnc3s2)cc1OC	6	13	-1	2	5
24	COc1ccc(NC(=O)CSc2nnnn2-c2ccccc2OC)c(OC)c1	5	2	1	-1	10
28	CCOC(=O)c1c(NC(=O)CSc2nnc(-c3ccc(Cl)cc3)o2)sc2c1CCC2	-12	9	-6	-9	-1
32	CCOc1ccc(-c2ccc3nnc(SCC(=O)NCC4CCCO4)n3n2)cc1 (stereo not drawn)	-65	7	-20	5	-9
34	Cc1ccc(SC2=C[C@@]3(O)CC[C@@H](O)[C@@](Sc4ccc(C)cc4)(C2=O)[C@H]3O)cc1	-25	3	-7	2	6

no.	PLCb3 inh	DDE Tn6 FP inh	SIAE primary	TDP2 absorb	PLC-gamma1 inh
15	-2	-4	-2	-9	1
18	-3	5	-8	-6	3
24	2	2	8	2	1
28	-12	-6	-3	-15	-1
32	-194	4	-3	-3	-147
34	-26	-1	9	1	-20
